Screens from PubChem BioAssay.
NPYLR7 agonist – mosquito NPYLR7 agonism | HEK293T NPYLR7/Galpha15, GCaMP6s calcium fluorescence | 0.15% of 270,000 active | activation, % at 10 µM | AID 1259423; in the data active means activation above about 40%;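 further: 0% = vehicle and 100% = reference agonist at the receptor; some compounds past the cut are filed as inactive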
mcGAS inh – mouse cGAS inhibition by luminescence | AID 1259399 | recombinant cGAS, Kinase-Glo ATP depletion luminescence | Q8C6L5 | 0.15% of 160,000 active | inhibition, % at 12.5 µM;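 further: 0% = negative control wells and 100% = reference inhibitor with no enzyme activity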
hcGAS inh – blocks human cGAS activity; Q8N884; recombinant h-cGAS, ATP depletion, Kinase-Glo luminescence; inhibition, % at 12.5 µM; 0.081% of 290,000 active; AID 1259398;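 further: 0% = vehicle reaction and 100% = reaction without DNA for no activity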
Target sequence (Q8N884 whole entry, looked up): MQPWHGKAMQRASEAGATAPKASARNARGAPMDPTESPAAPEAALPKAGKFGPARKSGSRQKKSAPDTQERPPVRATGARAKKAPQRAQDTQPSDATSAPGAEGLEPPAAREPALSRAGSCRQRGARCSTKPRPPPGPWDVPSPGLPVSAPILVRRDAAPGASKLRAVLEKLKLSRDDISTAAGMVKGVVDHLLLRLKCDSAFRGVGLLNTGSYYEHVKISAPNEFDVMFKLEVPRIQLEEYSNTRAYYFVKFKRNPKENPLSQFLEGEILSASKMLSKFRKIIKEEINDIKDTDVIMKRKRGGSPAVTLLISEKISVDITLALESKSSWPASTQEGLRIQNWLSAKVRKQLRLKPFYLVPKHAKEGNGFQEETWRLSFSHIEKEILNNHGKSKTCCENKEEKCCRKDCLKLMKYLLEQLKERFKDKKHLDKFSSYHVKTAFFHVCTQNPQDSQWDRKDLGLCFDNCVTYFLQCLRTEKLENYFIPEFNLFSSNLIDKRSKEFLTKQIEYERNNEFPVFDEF
An asterisk follows results filed as active; . = no result given. Unless noted, no stated cut-off is given here; in the data, active means inhibition above about 40%; inactive means the rest. Random draw from the library. About 0.26% of those tested had a hit in this group.

structure	NPYLR7 agonist	mcGAS inh	hcGAS inh
Cc1ccc(N2CCC(N3CCOC(c4n[nH]c(C)n4)C3)C2=O)cc1 (centres undefined)	7	.	-5
O=C(NCCOc1ccccc1)C1CCC(=O)N(CCc2ccccn2)C1 (centres undefined)	13	.	-4
O=c1[nH]c(O)c(C=NCCSCc2cccs2)c(=O)[nH]1	-5	-7	-6
Cc1ccc(-n2c(SC(C)C(=O)NC(N)=O)nc3cc(Cl)ccc3c2=O)cc1 (centres undefined)	3	-15	-8
FC(F)(F)c1ccc(-c2nc(CSc3nccc(C(F)(F)F)n3)cs2)cc1	2	-7	-6
CCN(CC)C(=O)Cn1cc(C(=O)N(CC)CCn2cccn2)nn1	3	.	0
COCCOCC(=O)N1CCN(Cc2cc(=O)c(OCc3cccc(F)c3)co2)CC1	-14	0	4
O=C(Cc1n[nH]c(=O)c2ccccc12)NCCO	-5	.	-2
CCc1[nH]nc(C(=O)N/N=C\c2ccncc2)c1C	1	.	-1
CCOC(=O)c1c(C)n(-c2ccccc2)c2ccc(OC(=O)c3ccc(C(=O)c4ccccc4)cc3)cc12	3	-4	-4
COc1ccc2nc(-n3nc(C)cc3NC(=O)Cc3ccc4c(c3)OCO4)sc2c1	-6	-14	-6
CN1C(=O)c2cccc(NC(=O)CCc3ccccc3)c2C1=O	-2	.	6
NC(=O)c1nn2c(c1Br)NC(c1ccc(Br)o1)CC2C(F)(F)F (centres undefined)	-6	1	2
NC(=O)c1ccsc1NC(=O)CCC(=O)O	10	-3	-2
CC1CN(c2cc(Oc3ccc(Cl)cc3)ncn2)CCN1Cc1ccccc1[N+](=O)[O-] (centres undefined)	.	-5	-3
COCCN1CC(C(=O)NCc2cnn(Cc3ccccc3)c2)CCC1=O (centres undefined)	13	-12	-8
CC1CC2(C)Oc3ccccc3C3OCC1(CO)C(C)C32 (centres undefined)	43*	-6	0
COc1ccc(-c2cn3c(CCC(=O)N4CCCC4)csc3n2)cc1	0	.	-8
Cc1cccc(C(=O)N2CCCC(OCc3cccc(F)c3F)C2)c1 (centres undefined)	-6	.	-7
CC1(C)Cc2cc(CNC(=O)c3cccc(C4CCNC4)c3)ccc2O1 (centres undefined)	18	.	0
CC(C)c1nc2sc3c(NCCO)ncnc3c2c2c1COC(C)(C)C2	9	.	-6
O=C(NCC1CCN(c2nc(Cc3ccc(Cl)cc3)ns2)CC1)c1ccc([N+](=O)[O-])cc1Cl	7	-4	-2
O=C(CSc1ncnc2sc3c(c12)CCCC3)N1CCOCC1	0	-3	1
CC(c1nc2ccccc2c(=O)n1-c1ccc(Cl)cc1)N(C)S(=O)(=O)c1ccc(C(C)(C)C)cc1 (centres undefined)	3	.	-2
CCCCS(=O)CC(COC)OC(=O)c1ccccc1 (centres undefined)	-2	-9	-8
O=C(C(c1ccccc1)N1CCCC1c1cccs1)N1CCCCC1 (centres undefined)	6	.	-8
c1ccc2c(c1)OCC(c1nn3c(CN4CCCCCC4)nnc3s1)O2 (centres undefined)	-7	.	-5
COc1ccccc1CN1CCC(O)(c2cccc(C(F)(F)F)c2)CC1	15	-14	-2
CCCc1nc(N2CCN(C(=O)N(C)C)CC2)c2c(C)nn(-c3ccc(F)cc3)c2n1	4	-4	-3
CCCCN(C(=O)c1c(C)noc1C)c1c(N)n(CCC)c(=O)[nH]c1=O	13	-4	-7
CC/C=N\OC(=O)c1c(F)c(F)c(F)c(F)c1F	-10	.	-3
COc1ccc(Cn2c(-c3ccccc3C)nc3oc4ccccc4c(=O)c3c2=O)cc1	2	.	-3
Cc1cc(OCC2CN(C(=O)Cc3ccsc3)CCO2)ccc1Cl (centres undefined)	28	-6	0
C=CCN=C1NN=C(c2ccc(OC)cc2)C(c2ccc(OC)cc2)S1 (centres undefined)	2	.	-8
CCCCOc1ccc(C(=O)O/N=C2\C(=O)N(C)c3ccccc32)cc1	4	.	-2
CSC1=NC(C)=C(C(=O)Nc2ccccc2C)C(c2ccccc2Cl)C1C#N (centres undefined)	-7	-5	-8
Cc1cnc(C(=O)N2CCn3nc(C(=O)NC4CC4)cc3C2)[nH]1	-8	.	-7
Cc1ccc2c(c1)C(=O)C(=O)N2CN(C)Cc1ccc(Cl)c(Cl)c1	0	.	1
NC1CCC(CN2CCOC3(CNCCOC3)C2)CC1 (centres undefined)	0	.	-8
CC(C)c1cc(Cl)n2c(nc3ccccc32)c1C#N	3	.	-2
CCCCc1ccc(S(=O)(=O)Nc2ccccc2C(=O)NC2CCCCC2)cc1	-3	-6	-6
Cc1cc(=O)[nH]c(N/N=C2\CCCOc3c2ccc(Cl)c3Cl)n1	3	.	-5
O=C(N=C1N=C2C=CC(Cl)=CN2Cc2ccccc21)C1CC1	-7	.	-8
CCC1CN(C(=O)c2ccc(N3CCOCC3)nc2)CCN1C(C)C (centres undefined)	8	.	-4
CC(C)CNC(=O)C(F)(F)c1ccccn1	5	.	-3
CSc1ccc(NC(=O)N(C)C(C)c2nc(C)sc2C)cc1 (centres undefined)	-5	.	-4
CC1CCN(c2ccc(NC(=O)c3ccccc3Cl)cc2C(=O)NCc2ccccc2)CC1	-5	-5	-5
COc1ccc(CCN2CCCn3c2nc2c3c(=O)n(CCC(C)C)c(=O)n2C)cc1OC	3	.	1
C=C(C)COc1ccc(-c2[nH]ncc2-c2ccccc2)c(O)c1	2	-7	-4
CCNC(=O)C1CCN(c2ccccc2Oc2ccccc2)C1=O (centres undefined)	-3	.	-15
Cc1c(C(=O)O)oc2c1C(=O)/C(=C\c1csc(-c3ccccn3)n1)CC2	6	.	-4
COCCc1ncc(CN2CCN(Cc3cccc(Cl)c3)CC2)cn1	21	-11	-8
COCCC(=O)N1CCC2(CC1)CN(Cc1ccc(Cl)cc1)CCN2C	4	-15	-3
CCOc1ccc(-n2ccnc(SCC(=O)c3ccc(OC)cc3)c2=O)cc1	-22	3	4
Cc1ccccc1C(=O)N(Cc1cccnc1)c1nc2c(F)cc(F)cc2s1	-17	-6	-2
O=C(c1cn(-c2cc(N3CCCCC3)ncn2)cn1)N1CCC2(CC1)OCCO2	-7	.	1
Cc1ccc(-c2nc(CNC(=O)c3cnccn3)[nH]c2-c2ccccn2)cc1	3	-8	0
Cc1ccc(S(=O)(=O)c2c(C)nn(C(C)(C)C)c2OC(=O)c2ccc3c(c2)OCO3)cc1	0	-8	-14
CCOC(=O)C1=C(C)N(C2CC2)C(=O)NC1c1cc(Br)ccc1OC (centres undefined)	-2	.	-2
COc1ccc(NC(=O)C(NC(=O)OCc2ccccc2)SC(C)C)cc1Cl (centres undefined)	-2	-1	0

Three of the compounds above, with two lines to a compound:
Value order – NPYLR7 agonist | mcGAS inh | hcGAS inh
- Cc1ccccc1C(=O)N(Cc1cccnc1)c1nc2c(F)cc(F)cc2s1
    -17 | -6 | -2
- O=C(c1cn(-c2cc(N3CCCCC3)ncn2)cn1)N1CCC2(CC1)OCCO2
    -7 | . | 1
- Cc1ccc(-c2nc(CNC(=O)c3cnccn3)[nH]c2-c2ccccn2)cc1
    3 | -8 | 0

Other entries.
structure	NPYLR7 agonist	mcGAS inh	hcGAS inh
CCOC(=O)C1=C(C)NC2=C(C(=O)CC(C)(C)C2)C1c1cccc(Br)c1 (centres undefined)	-2	-4	-1
Cn1nnnc1SCCNC(=O)c1ccccc1N1CCOCC1	1	3	3
CC(C)(C)C(=O)/C=C1\NC2CCCCC2N\C1=C/C(=O)C(C)(C)C (centres undefined)	.	-4	-3
N#C/C(=N\Nc1ccc([N+](=O)[O-])c(C(F)(F)F)c1)c1nc2ccccc2s1	-4	-11	-16
CC(C)Cc1nnc2sc(C(C)n3ccnc3C(C)C)nn12 (centres undefined)	.	-13	-6
CC(NC(=O)c1cncn1-c1cccc(-c2cccc3c2sc2ccccc23)c1)c1ccc(Br)cc1 (centres undefined)	20	-6	-8
O=C(Cn1nc2c(c1NC(=O)c1c[nH]c3ccccc13)CSC2)NCCc1ccccc1	4	-4	-4
Cc1cc(N(CC(=O)NC(C)(C#N)C(C)C)C(C)C)ccc1C(N)=O (centres undefined)	4	.	-14
Cc1ccc(-c2ccnc(NCCSc3cn[nH]n3)n2)c(C)n1	-1	.	-5
Nc1cc(-c2cccc(Cl)c2)nn1-c1ccc(C(=O)N2CCC(O)(c3ccc(Cl)cc3)CC2)cc1	-1	-2	-4
Cc1cccc(Cn2cnc3c(cnn3CCNC(=O)c3ccc4c(c3)OCO4)c2=O)c1	-3	-8	-5
Cc1ccc(N2CCN(c3cc(Oc4ccc(F)cc4Cl)ncn3)CC2)cc1	5	-3	-9
Cc1cccc(C(=O)N2C(C(=O)O)COC23CCN(C(=O)Cc2ccccc2)CC3)c1 (centres undefined)	10	-6	-6
Cc1cccc(C(=O)NCC(c2ccc(N(C)C)cc2)N(C)C)c1 (centres undefined)	2	-8	-6
COc1ccc(S(=O)(=O)NCCCN2CCOCC2)cc1N1CCN(S(=O)(=O)c2c(C)c(C)c(C)c(C)c2C)CC1	22	-9	-1
COc1cn(CC(=O)N2CCc3ccccc32)c(CSc2ccc(F)cc2)cc1=O	-3	-11	-7
CCOc1ccc(C2CC(=O)Nc3c2c(C)nn3-c2ccc(Cl)nn2)cc1OC (centres undefined)	-6	.	-4
CCOC(=O)[C@@H]1C[C@H]2CN(CCOC)C(=O)c3cccc(c32)N1C(=O)c1ccccc1OC(F)(F)F	-1	-6	-4
O=C1Nc2ccc(S(=O)(=O)O)c3cccc1c23	10	.	-13
COCC(C)C1CCN(C(=O)CCc2cccn2C)CC1 (centres undefined)	.	-1	-7
O=C(NCc1nnnn1-c1ccc(F)c(F)c1)c1ccco1	-2	-6	-4
COc1ccccc1-c1cccc(C(=O)N2CC[C@H]3CC[C@@H](C2)N3)c1	-6	1	1
CCC(C)N(Cc1cccn1Cc1cccc(OC)c1)C(=O)CN(CCCOC)C(=O)N(C)C (centres undefined)	-14	1	5
O=C1NC(CC(=O)N2CCCN(c3ccncc3)CC2)c2ccccc21 (centres undefined)	7	.	-7
O=[N+]([O-])c1ccc(Cl)c(S(=O)(=O)Nc2nc3ccc(Cl)cc3s2)c1	1	3	2
Cc1ccccc1-n1c(SCc2ccc(C(=O)NCc3ccco3)cc2)nnc1-c1ccco1	-12	1	-4
COc1cc(C(=O)NCc2cc(F)cc3c(C)c(C)[nH]c23)ccn1	10	.	-6
Clc1ccccc1Cc1noc(CN2CCSCC2)n1	-7	.	3
COc1ccc(NC2CC(O)C(CO)O2)cc1 (centres undefined)	-3	-2	-4
O=C(CN1C(=O)C2SCCN2C(=O)c2ccccc21)N1CCC(Oc2ccncc2)CC1 (centres undefined)	3	.	-5

Reformatted: results already given
structure: O=C1Nc2ccc(S(=O)(=O)O)c3cccc1c23
  NPYLR7 agonist: 10; mcGAS inh: .; hcGAS inh: -13

structure: COCC(C)C1CCN(C(=O)CCc2cccn2C)CC1 (centres undefined)
  NPYLR7 agonist: .; mcGAS inh: -1; hcGAS inh: -7

structure: O=C(NCc1nnnn1-c1ccc(F)c(F)c1)c1ccco1
  NPYLR7 agonist: -2; mcGAS inh: -6; hcGAS inh: -4

structure: COc1ccccc1-c1cccc(C(=O)N2CC[C@H]3CC[C@@H](C2)N3)c1
  NPYLR7 agonist: -6; mcGAS inh: 1; hcGAS inh: 1

Later entries
structure	NPYLR7 agonist	mcGAS inh	hcGAS inh
Cc1[nH]c2c(F)cccc2c1CC(=O)NC(C)c1nc(-c2ccccn2)no1 (centres undefined)	21	.	-6
CCC(CC)C(=O)Nc1cc(-c2cn3cccnc3n2)ccc1C	7	.	-1
Cc1ccc2oc(C(=O)N3CCCN(Cc4cccs4)CC3)c(C)c2c1	11	.	-3
N#CC(NC(=O)COc1ccc(Cl)cc1)c1ccc(F)cc1 (centres undefined)	-8	.	3
Cc1cc(C)n(C2CN(C3CC(C)OC3=O)C2)n1 (centres undefined)	5	-15	-3
CC(=O)N(C)C1CCN(C(=O)NC(C)Cc2cc(C)cc(C)c2)CC1 (centres undefined)	-22	.	0
Cc1cc(=O)[nH]c(NCCNC(=O)CCN2CCCCO2)n1	3	.	-2
COCCNC(=O)N1CCC(c2c[nH]c3cc(F)ccc23)CC1	9	.	-12
CCOc1c(CC)cnc2c1c(=O)n(CC(=O)N1CCOCC1)c(=O)n2C	-3	.	-6
CCCn1c(Cc2ccccc2)nnc1SCC(=O)N(C1CCCC1)C1CCS(=O)(=O)C1 (centres undefined)	-1	.	-1
COc1ccccc1NC(=O)c1c(C)oc(C)c1-c1ccc(Cl)cc1	-14	-3	-7
CSc1ccc(CC(=O)Nc2nc3c(s2)CN(C)CC3)cc1	-6	.	-8
CCSc1nnc(C)c(=O)n1COC(=O)c1ccc(S(=O)(=O)N2CCCC2)cc1	0	-8	-8
